ERG Ets-DNA blk = blocks human ERG Ets domain binding to DNA; Potency, µM (series often up to 76.9 µM), for inactives: top-dose FP activity, negative = inhibition, hits mostly inhibitors; 370,000 compounds, 0.028% hits; fluorescence polarization, His-ERG Ets domain / labelled DNA; active means well fitted inhibition curve with a large enough effect in the polarisation, with a control signal flat; inconclusive means small, poorly fitted or top-dose-only effect, or effect the other way, or a change in a side signal; inactive means no such curve, though single readings can be large or run the other way; the % refers to the polarisation;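 further: polarization taken with two DNA probes labelled with fluorescein and Texas red; potency means the concentration at half of the fitted maximal effect; % of control where 0% means no effect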
Target sequence (P11308 whole entry, looked up, the tested form may be a part): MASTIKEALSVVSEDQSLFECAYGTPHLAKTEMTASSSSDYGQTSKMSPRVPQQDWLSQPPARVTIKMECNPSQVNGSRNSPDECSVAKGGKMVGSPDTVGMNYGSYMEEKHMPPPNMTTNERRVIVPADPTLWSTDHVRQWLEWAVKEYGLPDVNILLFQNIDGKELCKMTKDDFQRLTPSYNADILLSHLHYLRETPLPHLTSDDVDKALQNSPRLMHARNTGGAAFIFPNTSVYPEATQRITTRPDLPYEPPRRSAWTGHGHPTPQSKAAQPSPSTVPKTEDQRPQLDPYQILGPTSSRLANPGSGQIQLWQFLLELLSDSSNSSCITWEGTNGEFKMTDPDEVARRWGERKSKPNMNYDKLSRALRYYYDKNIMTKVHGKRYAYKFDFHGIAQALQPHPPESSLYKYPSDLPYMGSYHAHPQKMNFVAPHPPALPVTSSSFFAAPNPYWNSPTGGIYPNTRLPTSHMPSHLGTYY
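His-tagged ERG Ets domain (1 uM in the protein solution; 300mM KCl, 50mM Tris-HCl, 1mM EDTA, 1mM DTT, pH 7.5) received compound, then a probe mix of 5 nM fluorescein-DNA and 100nM Texas-615-DNA. Fluorescence polarization was read for both dyes.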
Anesthetic bind = binds horse apoferritin like a general anesthetic | AID 485281 | 350,000 compounds, 0.074% hits | apoferritin/1-aminoanthracene competitive binding, fluorescence | Potency, µM (doses to about 77.5 µM), inactives show top-dose activity change, negative = displacement, most hits filed as inhibitors; further: potency means the concentration at half of the fitted maximal effect; on the % scale 0 is the no-effect control and ±100 the full control effect; nearly all actives have a fitted effect of over 20% in size
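Probe: 1-aminoanthracene (50% saturated, PBS). Protein: horse-spleen apoferritin, 10 uM. Incubation: 10 min, room temperature. Detection: 380 nm excitation, 535 nm emission. Analysis: normalized response, four-parameter Hill.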
POLK inh = inhibitors of human DNA polymerase kappa; Q9UBT6; purified Pol kappa, fluorescent DNA synthesis assay, 10 min; Potency, µM (series often up to 107 µM), for the others: top-dose activity, negative = inhibition, hits mostly inhibitors; 400,000 compounds, 0.53% hits; AID 588579; further: potency means the concentration at half of the fitted maximal effect; on the % scale 0 is the no-effect control and ±100 the full control effect
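10 nM Pol kappa was preincubated with compounds for 15 min at room temperature. Reaction started with 50 nM (final) substrate. Fluorescence read kinetically at 0 and 10 min.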
POLB inh = blocks human DNA polymerase beta activity; Potency, µM (highest dose often 114 µM), inactives show at the top dose activity change, negative = inhibition, usual class: inhibitors; AID 485314; 340,000 compounds, 1.3% hits; Pol beta primer extension/strand displacement, fluorescence kinetic; P06746; further: potency means the concentration at half of the fitted maximal effect; on the % scale 0 is the no-effect control and ±100 the full control effect
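Preincubation: enzyme (10 nM) with compound, 15 min, RT. Reaction: substrate added to 50 nM final. Reads: 0 and 10 min. Analysis: normalized, Hill fit.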
Pol eta inh = blocks human DNA polymerase eta activity; Potency, µM (titrated, usually from 114 µM), inactives show at the top dose activity change, negative = inhibition, hits mostly inhibitors; recombinant Pol eta, fluorescent DNA replication assay; Q9Y253; 390,000 compounds, 1.2% hits; further: potency means the concentration at half of the fitted maximal effect; on the % scale 0 is the no-effect control and ±100 the full control effect
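Pol eta (10 nM) was preincubated with compounds for 15 min at room temperature, after which fluorescent replication substrate (50 nM final) was added to start the reaction. Fluorescence was read kinetically at 0 and 10 min.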
APE1 inh = inhibitors of human APE1 endonuclease. P27695. recombinant APE1, TAMRA/BHQ-2 abasic DNA cleavage fluorescence. Potency, µM (doses to about 65.8 µM), for the others: at the highest dose activity change, negative = inhibition, actives largely listed as inhibitors. 350,000 compounds, 0.35% hits. AID 2517;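 further: potency means the concentration at half of the fitted maximal effect; plate controls were vehicle for no effect and reference inhibitor for full effect; nearly all actives have a fitted effect of over 55% in size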
Target sequence (P27695 whole entry, looked up): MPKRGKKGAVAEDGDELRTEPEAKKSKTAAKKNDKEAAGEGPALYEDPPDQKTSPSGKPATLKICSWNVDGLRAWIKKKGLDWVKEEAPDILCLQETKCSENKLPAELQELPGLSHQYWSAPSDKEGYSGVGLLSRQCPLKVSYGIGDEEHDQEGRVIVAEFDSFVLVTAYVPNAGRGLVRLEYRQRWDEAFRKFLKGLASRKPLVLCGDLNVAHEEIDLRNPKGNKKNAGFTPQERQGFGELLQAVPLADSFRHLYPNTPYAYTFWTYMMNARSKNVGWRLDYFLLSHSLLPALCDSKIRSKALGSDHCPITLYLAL
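Substrate: short duplex with […] THF abasic site, 5'-TAMRA and 3'-BHQ-2, 50 nM final. APE1 at 0.75 nM, preincubated 15 min RT with compound. Fluorescence increase from first to third read measured activity.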
RGS4 inh = blocks human RGS4-accelerated GTP hydrolysis | 390,000 compounds, 0.039% hits | AID 504845 | Transcreener GDP fluorescence polarization, RGS4-accelerated GTP hydrolysis | P49798 | Potency, µM (highest dose often 114 µM), for inactives: at the top dose activity change, negative = inhibition, most hits filed as inhibitors; further: potency means the concentration at half of the fitted maximal effect; on the % scale 0 is the no-effect control and ±100 the full control effect; nearly all actives have a fitted effect of over 75% in size; some results filed as inactive show a strong effect at the top dose
Target sequence (P49798 whole entry, looked up): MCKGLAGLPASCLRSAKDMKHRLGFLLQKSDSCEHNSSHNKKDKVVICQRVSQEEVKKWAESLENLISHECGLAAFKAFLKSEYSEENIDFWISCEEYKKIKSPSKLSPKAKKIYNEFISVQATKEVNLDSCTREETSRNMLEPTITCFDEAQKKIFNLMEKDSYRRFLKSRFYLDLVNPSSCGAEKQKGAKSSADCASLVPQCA
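MLSMR compounds (23 nl, pin-transferred) preincubated 10 min at room temperature with a 500nM (2x) first reagent, then RGS4 at 900nM (2x) plus Transcreener GDP mix added; fluorescence polarization (620/688 nm) read before and after 90 min at 30 °C.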
12-LOX inh = inhibitors of human 12S-lipoxygenase ALOX12. purified 12hLO, xylenol orange hydroperoxide absorbance. 580,000 compounds, 1.1% hits. P18054. AID 1671190. Potency, µM (highest dose often 108 µM), inactives show at the highest dose activity change, negative = inhibition, hits mostly inhibitors; further: potency means the concentration at half of the fitted maximal effect; on the % scale 0 is the no-effect control and ±100 the full control effect
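Hydroperoxide product was detected by ferrous iron/xylenol orange as the 573 to 405 nm absorbance ratio. Arachidonic acid at 40 uM (final) was turned over for 30 min at room temperature by 150 nM human 12hLO, pH 7.0 Hepes buffer, after 15 min compound preincubation.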
LDHA inh = blocks human lactate dehydrogenase A; activity change, % (values are at about 110 or 230 µM); purified LDHA, NADH/diaphorase-resazurin fluorescence; hits give low values; P00338; AID 1347041; 480,000 compounds, 0.15% hits; in the data active means activity change below about -30%; inconclusive means mostly about -25% to -30%;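 further: plate controls were DMSO wells for no effect and wells without enzyme for full effect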
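Remaining NADH was detected by diaphorase (0.133 mg/mL) converting 37 µM resazurin to fluorescent resorufin, read at 0 and 20 minutes. The preceding 5-minute room-temperature reaction used 2 nM LDHA, 0.2 mM sodium pyruvate and 0.06 mM NADH at pH 7.4.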
Starred values were filed as active, the others as inactive; ? = inconclusive; / = no result given; [ ] = another dose, or the depositor's remark. Unless noted, the call rests on the fitted dose curve; in most records, active means well fitted curve in the direction sought with a large enough effect; inconclusive means small, poorly fitted or top-dose-only effect, or another doubt; inactive means no such curve, though single readings can be large; an effect the other way counts as inactive or inconclusive. The list is partial (hit frequency here may not be typical).

compound	ERG Ets-DNA blk	Anesthetic bind	POLK inh	POLB inh	Pol eta inh	APE1 inh	RGS4 inh	12-LOX inh	LDHA inh
CCCCOC(=O)c1ccc(NC(=O)Nc2ccc(OC)c(OC)c2)cc1	1%	?	-4%	4%	-19%	-1%	-32%	-15%	-3
Cc1scc(C(=O)NNC(=S)NCC2CCCO2)c1C (centres undefined)	-3%	-7%	0%	-12%	7%	?	-22%	306%[activator][57.4 µM]	-8
COCCCNC(=S)NNC(=S)Nc1ccc(OC)cc1	0%	2%	-4%	4%	-6%	2%	-49%	-36%	-1
O=C(Nn1cnc2ccccc2c1=O)c1c(F)cccc1F	12%	-4%	-13%	64%	-1%	24%	27%	21%	-2
O=c1c2[nH]c3ccccc3c2ncn1Cc1ccccn1	-2%	-9%	-3%	-14%	6%	0%	-18%	-3%	-7
Cc1ccccc1C(=O)Nc1ccc2oc(-c3ccc(Cl)c(Cl)c3)nc2c1	-7%	-4%	-2%	-1%	-4%	/	15%	-24%	-1
COC(=O)c1cn(-c2ccc(F)cc2)c(=O)c2ccccc12	7%	-12%	10%	12%	-16%	-6%	16%	9%	-8
CC(NC(=O)CC1CCCCC1)c1ccccc1 (centres undefined)	2%	-10%	0%	-2%	-11%	-3%	-23%	-5%	-4
O=C(Nc1ccnn1C1CCN(C/C=C/c2ccccc2)CC1)C1CCCC1	1%	-10%	11%	5%	-12%	-1%	-22%	0%	2
C=CCNC(=O)c1c(N)n(-c2ccc3c(c2)OCO3)c2nc3ccccc3nc12	1%	-17%	4%	2%	-5%	2%	-14%	2%	5
O=C(NNC(=S)NC(=O)c1ccc(Br)cc1)c1ccc([N+](=O)[O-])cc1	6%	-4%	-13%	34%	-14%	1%	-26%	45µM*	-4
COc1ccc(CCNC(=O)c2ccc(N3CCCC3=O)cc2)cc1OC	8%	-4%	1%	?	-9%	4%	16%	15%	3
CCn1ccc2cc(S(=O)(=O)N3CCC(C(=O)NCc4ccc(OC(C)C)cc4)CC3)ccc21	2%	48%[activator]	-11%[60.1 µM]	20%	-19%	/	7%	-19%	-10
Cc1cc(C)nc(N2CCC(C(=O)NNC(=O)Cc3ccccc3)CC2)n1	-9%	3%	-9%	31%	-4%	4%	28%	13%	-12
COc1ccc(-c2cc(Nc3ccccc3NC(=O)C(F)(F)F)n(CCC#N)n2)cc1	-5%	-5%	-4%	21%	-13%	3%	-9%	4%	-3
CC(C)(C)OC(=O)N1CCC(c2c(C(=O)N3CCN(c4ncccn4)CC3)cnn2-c2ccc(F)cc2F)CC1	0%	3%	-16%	-17%	-17%	/	14%	-3%	-7
COCCN(C(=O)COC(=O)COc1ccc(Cl)c(C)c1)c1c(N)n(Cc2ccccc2)c(=O)[nH]c1=O	-7%	-18%	-7%	?	-16%	7%	9%	27%	-6
CC1CCCCC12NC(=O)N(CC(=O)OCc1ccc(Br)cc1)C2=O (centres undefined)	-7%	/	-5%	/	-1%	2%	7%	23%	-7
CCOc1cc(S(=O)(=O)n2cnc(C)c2)ccc1Cl	9%	-14%	3%	-12%	-13%	11%	1%	7%	2
CC(C)Oc1ccc(C(=O)N(Cc2ccc(N(C)C)cc2)C2CCS(=O)(=O)C2)cc1 (centres undefined)	1%	-14%	-6%	4%	-11%	/	-20%	-2%	4

Overlap with the part before: seven compounds; new compounds follow.
compound	ERG Ets-DNA blk	Anesthetic bind	POLK inh	POLB inh	Pol eta inh	APE1 inh	RGS4 inh	12-LOX inh	LDHA inh
Cc1cc(C)nc(N2CCC(C(=O)NNC(=O)Cc3ccccc3)CC2)n1	-9%	3%	-9%	31%	-4%	4%	28%	13%	-12
COc1ccc(-c2cc(Nc3ccccc3NC(=O)C(F)(F)F)n(CCC#N)n2)cc1	-5%	-5%	-4%	21%	-13%	3%	-9%	4%	-3
CC(C)(C)OC(=O)N1CCC(c2c(C(=O)N3CCN(c4ncccn4)CC3)cnn2-c2ccc(F)cc2F)CC1	0%	3%	-16%	-17%	-17%	/	14%	-3%	-7
COCCN(C(=O)COC(=O)COc1ccc(Cl)c(C)c1)c1c(N)n(Cc2ccccc2)c(=O)[nH]c1=O	-7%	-18%	-7%	?	-16%	7%	9%	27%	-6
CC1CCCCC12NC(=O)N(CC(=O)OCc1ccc(Br)cc1)C2=O (centres undefined)	-7%	/	-5%	/	-1%	2%	7%	23%	-7
CCOc1cc(S(=O)(=O)n2cnc(C)c2)ccc1Cl	9%	-14%	3%	-12%	-13%	11%	1%	7%	2
CC(C)Oc1ccc(C(=O)N(Cc2ccc(N(C)C)cc2)C2CCS(=O)(=O)C2)cc1 (centres undefined)	1%	-14%	-6%	4%	-11%	/	-20%	-2%	4
O=C(O)CCC(=O)Nc1ccc(-c2csc(Nc3cccc4ccccc34)n2)cc1	-3%	/	-17%	/	?	13%	-27%	-16%	3
CSc1ccc(CCNC(=O)c2ccc(-n3c(C)cc4c3CCCC4)cc2)cc1	2%	3%	-8%	0%	-10%	/	1%	1%	3
O=C(NCCN1CCCC1=O)C1CCC(=O)N(CCc2cccc(F)c2)C1 (centres undefined)	3%	-3%	-2%	21%	-20%	4%	?	0%	-12
COc1ccc(-c2noc(N3CCC(C(=O)Nc4ccccc4OC)CC3)n2)cc1	0%	10%	-5%	-22%	-16%	9%	-1%	26%	-5
CN(C)S(=O)(=O)c1ccc(C(=O)NCc2nnc(SCC(=O)Nc3ccc(F)cc3)n2-c2ccc(F)cc2)cc1	-5%	6%	-3%	23%	-24%	22%	3%	-1%	-2
CC(Oc1cccnc1[N+](=O)[O-])C(=O)Nc1cccc(Cl)c1 (centres undefined)	-12%	/	2%	/	-16%	19%	-6%	-4%	3
O=C(O)CCCCCNC(=O)c1ccccc1Br	-7%	-5%	3%	38%	-12%	1%	14%	2%	-8
O=C(CCNS(=O)(=O)c1ccc2[nH]c(=O)oc2c1)Nc1cccc(Br)c1	5%	-5%	-8%	-3%	-8%	18%	4%	?	0
CCCCCn1c(CN2CCN(c3cccc(Cl)c3)CC2)nc2c1c(=O)[nH]c(=O)n2C	-3%	?	-18%	?	-10%	-2%	-13%	-21%	4
CC(C)CN(C(=O)COC(=O)CCC(=O)c1ccc(Cl)cc1)c1c(N)n(Cc2ccccc2)c(=O)[nH]c1=O	13%	/	-12%	/	2%	2%	11%	?	-7
Cc1cccn2c(=O)nc(SCC(=O)NCc3ccco3)nc12	-10%	/	-7%	/	3%	-28%	4%	1%	-7
Cn1nc(Cc2n[nH]c(=S)n2C)c2ccccc2c1=O	0%	-4%	6%	35%	-11%	1%	-33%	?	0
CCCC(=O)Nc1ccc2c(c1)nc(CCN1CCN(c3ccccn3)CC1)n2C	0%	-2%	-6%	17%	17%	36%	8%[56.9 µM]	6%	-13
COC(=O)C1=C(O)/C(=C\c2ccc(CNC(=O)C(=O)Nc3ccc(C)c(C)c3)o2)N=C1C	0%	-16%	-26%	?	22µM*	-8%	13%	?	3
COc1ccccc1N1C(=NC(=O)CCc2ccccc2)SC2CS(=O)(=O)CC21 (centres undefined)	12%	1%	4%	12%	11%	18%	9%	-13%	-5
COc1ccc(/C=C/C(=O)NC(=S)NNC(=O)Cc2cccs2)cc1	-5%	-23%	-10%	1%	-12%	6%	-17%	1%	-4
CN(C)c1ccc(/C=N/NC(=O)CCc2c[nH]c3ccccc23)cc1	-3%	135%[activator]	-3%	24%	-12%	13%	-12%	-1%	-5
Cc1ccc(-c2nc(S(=O)(=O)c3ccc(F)cc3)c(SCC(=O)NCC3CCCO3)o2)cc1 (centres undefined)	-9%	1%	-5%	31%	-22%	2%	-16%[11.4 µM]	0%	0
O=C(NCCCN1CCCC1=O)c1ccc(Cl)c(S(=O)(=O)N2CCCCC2)c1	2%	/	-11%	/	0%	1%	1%	-6%	-10
COc1ccc(NC(=O)CCC(=O)c2ccc(C(C)C)cc2)cc1	6%	?	-12%	-3%	4%	-1%	71%[activator]	0%	-2

Some entries already given, showing only 12-LOX inh, ERG Ets-DNA blk and Pol eta inh.
SMILES,12-LOX inh,ERG Ets-DNA blk,Pol eta inh
COC(=O)c1cn(-c2ccc(F)cc2)c(=O)c2ccccc12,9%,7%,-16%
Cc1scc(C(=O)NNC(=S)NCC2CCCO2)c1C (centres undefined),306%[activator][57.4 µM],-3%,7%
Cc1cccn2c(=O)nc(SCC(=O)NCc3ccco3)nc12,1%,-10%,3%
CC(Oc1cccnc1[N+](=O)[O-])C(=O)Nc1cccc(Cl)c1 (centres undefined),-4%,-12%,-16%
